Shn3 inh set2 = inhibitors of Schnurri-3 3'UTR reporter in osteoblasts. AID 588674. 360,000 compounds, 0.52% hits. Clone20 osteoblast Shn3 3'UTR firefly luciferase, 24 h. inhibition, % at 12.5 µM;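 active means mean inhibition of at least 75% with every replicate also reaching 75%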;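 further: 0% = median of neutral control wells and 100% = pilot-screen positive control compound; some compounds past the cut are filed as inactive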
Peg3 promoter = reduces Peg3 promoter-driven luciferase expression in HeLa; HeLa PEG-Prom luciferase reporter, luminescence, overnight; inhibition, % at 20 µM; 360,000 compounds, 1.7% hits; AID 588405;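 active means inhibition of at least 50% at 20 µM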
KKLEB tox = counter-screen for CF NF-kB inhibitors: cytotoxicity; KKLEB CF airway cells viability, ATPlite luminescence, overnight; active compounds read low; cells stimulated with P. aeruginosa culture filtrate; activity change (cytotoxicity), % at 5 µM; 360,000 compounds, 0.36% hits;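 active means corrected activity change at or below -50% at 5 µM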
HIF-2a inh = inhibitors of HIF-2a. 786-0 RCC cells HIF-2a reporter, luciferase luminescence, overnight. inhibition, % at 18.8 µM. 360,000 compounds, 0.72% hits. AID 624352;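 active means inhibition of the luminescence signal of 40% or more relative to plate controls, in a single-dose primary screen at 18.75 µM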
MITF TRPM1 inh = reduces MITF-dependent TRPM1 promoter luciferase signal; SK-MEL-5 TRPM1 promoter luciferase, 24 h; inhibition, % at 12.5 µM; 330,000 compounds, 0.83% hits; AID 488899;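 active means mean inhibition across replicates of 60% or more, whatever share of single replicates reaches that level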; further: values of inactives mirror those of a sister screen read the other way
hiPSC survival = enhancers of human iPSC single-cell survival. hiPSC single-cell survival, ATPlite luminescence; 100% = ROCK inhibitor wells, 0% = DMSO. survival enhancement, % at 20 µM. 360,000 compounds, 0.044% hits. AID 602274; in the data active means survival enhancement above about 18%;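 further: cells exposed to compounds for 16 hours before the ATP read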
C8 TRAIL sens = caspase-8 TRAIL sensitization. NB7+C8 cells + TRAIL, ATPlite viability luminescence. inhibition (viability loss, TRAIL sensitization), % at 10 µM. 360,000 compounds, 1% hits;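 active means compounds causing at least 50% loss of cell viability in the single-dose screen, relative to plate controls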
NR2E3 ag-1 = NR2E3 (human) agonism | GST-NR2E3/biotin-RetCOR TR-FRET, 1536-well | AID 2300 | 320,000 compounds, 0.12% hits | Q9Y5X4 | inhibition of corepressor binding, % at 4.78 µM;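 active means percent inhibition above the cutoff of mean plus 3 SD of all tested compounds, set per screening campaign, cut at about 20% in these data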;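 further: 0% = DMSO wells and 100% = biotin wells as full block of FRET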
Target sequence (Q9Y5X4 whole entry, looked up): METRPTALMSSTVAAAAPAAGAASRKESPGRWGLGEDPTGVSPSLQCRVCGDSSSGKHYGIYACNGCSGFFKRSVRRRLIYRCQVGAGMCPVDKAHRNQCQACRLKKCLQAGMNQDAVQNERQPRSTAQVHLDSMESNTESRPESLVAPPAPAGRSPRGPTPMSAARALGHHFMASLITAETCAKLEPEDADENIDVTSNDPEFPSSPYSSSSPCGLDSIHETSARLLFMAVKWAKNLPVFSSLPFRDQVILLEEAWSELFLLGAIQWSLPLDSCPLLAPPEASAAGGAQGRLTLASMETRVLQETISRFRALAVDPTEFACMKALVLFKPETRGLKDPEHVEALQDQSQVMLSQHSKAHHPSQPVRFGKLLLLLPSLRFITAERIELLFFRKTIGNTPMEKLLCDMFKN
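Material: NR2E3–RetCOR corepressor complex / Incubation: Compound–protein incubation for 5 h at 4 °C / Dosing: compound at 4.8 µM, single dose / Detection: time-resolved FRET / Benchmarks: high control biotin, low control 0.6% DMSO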
CF NFkB block = blocks PAF-induced NF-kB reporter in cystic fibrosis cells; 360,000 compounds, 0.86% hits; KKLEB NF-kB-GFP reporter, GFP fluorescence overnight; inhibition, % at 5 µM;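 active means at least 50% inhibition at 5 µM, scaled per plate between neutral and stimulator controls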;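 further: PAF is a Pseudomonas aeruginosa culture filtrate used as stimulus; plate controls were PAF-stimulated DMSO wells for no effect and unstimulated DMSO wells for full effect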
LMP1 NFkB inh = Epstein-Barr LMP1 NF-kappaB reporter inhibition; LMP1-induced NF-kappaB luciferase reporter cells, luminescence; inhibition, % at 12.5 µM; 350,000 compounds, 0.69% hits; in the data active means inhibition above about 41%;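 further: 0% = neutral control wells and 100% = reference inhibitor control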
NR2E3 ag-2 = activates human NR2E3 receptor; AID 602229; 360,000 compounds, 0.35% hits; Q9Y5X4; CHO-S Gal4-NCOR/VP16-NR2E3 two-hybrid, luciferase; inhibition of corepressor binding, % at 3.98 µM;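 active means inhibition above the mean of all tested compounds plus 3 SD, cut at about 70% in these data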;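 further: 0% = DMSO with NR2E3 transfected cells and 100% = cells lacking NR2E3 construct; higher means lower luciferase signal from less NR2E3 corepressor binding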
Active calls of the source: *; . = not tested or not shown.

#	Structure	Shn3 inh set2	Peg3 promoter	KKLEB tox	HIF-2a inh	MITF TRPM1 inh	hiPSC survival
1	CC1CCN(C(=O)c2cc(-c3ccccc3O)on2)CC1	-130	-333	7	-385	-103	-1.9
2	O=C(NCCc1ccc(Cl)cc1)c1cc2ccccn2n1	-6	-59	1	-109	-14	-0.8
3	Cc1ccc(Sc2ccc(/C=C3/C(=O)NN(c4ccccc4)C3=O)o2)cc1	12	-2	-14	0	-3	-0.1
4	Cc1cc(=O)n2c3ccccc3n(CC(O)CN3CCCCC3)c2c1C#N (centres undefined)	-1	-4	7	-61	-6	-0.4
5	CCCCCc1cc(=O)oc2c(C(CCN(CC)CC)c3ccc(OC)cc3)c(OC)cc(OC)c12 (centres undefined)	-15	101*	-8	19	81*	-2.5
6	C=CCNC(=S)NNC(=O)c1cc(C)nc2ccccc12	-6	-6	4	20	-8	-0.2
7	COc1ccc(CNC(=O)CSc2nnc3c(n2)[nH]c2ccc(C)cc23)cc1	-6	9	2	3	10	0.2
8	Cc1cc(=O)oc2cc(OCC(=O)OCC(=O)NCCc3ccccc3)ccc12	0	14	10	6	4	0.8
9	Cc1ccc(C(=O)C2CCN(CC(=O)Nc3ccccc3C)CC2)cc1	10	22	8	15	10	-0.3
10	N#Cc1ccc(-c2ccc(OCC(=O)NCC(=O)Nc3ccc(F)c(F)c3F)cc2)cc1	-8	12	-1	-3	3	-1.0
11	Cc1nc(SCC(=O)O)c(C#N)c(C)c1CC(=O)c1ccccc1	6	1	1	10	-3	1.0
12	CCN1C(=O)CC(c2ccco2)Sc2ccccc21 (centres undefined)	5	-3	-9	-21	13	0.5
13	C=CCN=C(NC#N)SCc1ccccc1	9	14	6	1	10	3.3
14	COc1ccc(CNC(=O)[C@H](Cc2ccccc2)NC(=O)C2CCN(C(=O)[C@H](C)N)CC2)cc1	-12	5	6	13	0	-2.3
15	O=C(Cc1cccc(NC(=O)C2CCCN(C(=O)C3CC3)C2)c1)Nc1cccc(C(=O)N2CCCC2)c1 (centres undefined)	-8	-15	-9	8	10	5.5

#	C8 TRAIL sens	NR2E3 ag-1	CF NFkB block	LMP1 NFkB inh	NR2E3 ag-2
1	9	-1	6	-30	-138
2	-14	0	7	-2	-26
3	0	0	18	2	-2
4	22	-2	-1	-8	16
5	25	1	3	-3	9
6	4	2	8	4	-18
7	6	3	-2	-1	-22
8	-3	2	-3	-2	-53
9	-1	0	-6	1	12
10	-5	-4	-4	0	12
11	32	-2	-1	1	-26
12	3	1	-1	6	9
13	-4	1	18	7	8
14	7	2	-10	-5	8
15	-22	0	-11	-2	3

Next compounds
#	Structure	Shn3 inh set2	Peg3 promoter	KKLEB tox	HIF-2a inh	MITF TRPM1 inh	hiPSC survival
16	COc1cc(OC)c(C(=O)N2CCCC2)cc1OC	8	19	-1	16	9	0.1
17	CCn1c(SCC(=O)N2CCN(c3ccccc3)CC2)nnc1-c1c[nH]c2ccccc12	55	24	-2	2	.	1.1
18	CC(=O)c1ccc(N2CCC(C)CC2)c(F)c1	-14	-25	-6	10	-41	-1.1
19	O=C(OC1CCOC1=O)C1CCN(S(=O)(=O)c2c(Cl)cccc2Cl)CC1 (centres undefined)	-6	22	4	16	1	0.1
20	N#Cc1ccc(C23OCCN2CCn2nc4ccccc4c23)cc1 (centres undefined)	0	19	-11	14	23	1.6
21	Cn1[nH]c(C(F)(F)F)cc1=O	5	7	-8	14	2	0.7
22	CCOC(=O)C1CCN(C(=O)COC(=O)/C=C/c2ccc([N+](=O)[O-])cc2)CC1	-55	-1	17	5	8	-0.5
23	O=C(CC1NCCNC1=O)Nc1ccc2c(c1)OCCO2 (centres undefined)	-6	24	11	-3	-1	0.8
24	Cc1nc2ccc(C(=O)c3ccccc3)cc2[nH]1	-36	-136	9	-172	-31	-3.6
25	COc1ccc(Nc2oc(-c3ccccc3F)nc2C#N)cc1	-45	-125	8	-182	-75	0.4
26	COc1ccc(N2CCN(C3CC(=O)N(Cc4ccc(N5CCCC5=O)cc4)C3=O)CC2)cc1 (centres undefined)	7	15	8	12	3	-0.7
27	Cc1ccc(C(C(=O)NC2CCCC2)N(C(=O)CNC(=O)c2ccco2)c2ccccc2)o1 (centres undefined)	2	14	0	10	5	-0.2
28	CCN(CC)S(=O)(=O)c1ccc(C(=O)N2CCN(C(=O)c3ccco3)CC2)cc1	-5	7	7	-6	4	1.1
29	COCc1nnc(NC(=O)CS(=O)(=O)Cc2ccccc2)s1	-9	4	4	8	14	3.5
30	Cc1[nH]c2ccccc2c1C(=O)/C=C\c1ccccc1Cl	-163	-210	-5	-252	-21	1.7

#	C8 TRAIL sens	NR2E3 ag-1	CF NFkB block	LMP1 NFkB inh	NR2E3 ag-2
16	-31	2	5	-3	0
17	6	0	-13	-7	11
18	-4	2	18	1	2
19	-8	0	-17	-2	-9
20	4	.	17	-1	-12
21	-2	4	1	-1	3
22	-18	.	-22	3	-10
23	9	-2	0	-3	-10
24	7	4	10	-9	-42
25	17	2	-3	-11	-50
26	-7	0	8	13	-8
27	12	-3	8	2	-32
28	-7	1	2	-2	11
29	-7	0	12	0	-1
30	12	1	-36	-25	-120

Some of the entries so far, bar-delimited.
no. | mol | Shn3 inh set2 | Peg3 promoter | KKLEB tox | HIF-2a inh | MITF TRPM1 inh | hiPSC survival | C8 TRAIL sens | NR2E3 ag-1 | CF NFkB block | LMP1 NFkB inh | NR2E3 ag-2
23 | O=C(CC1NCCNC1=O)Nc1ccc2c(c1)OCCO2 (centres undefined) | -6 | 24 | 11 | -3 | -1 | 0.8 | 9 | -2 | 0 | -3 | -10
24 | Cc1nc2ccc(C(=O)c3ccccc3)cc2[nH]1 | -36 | -136 | 9 | -172 | -31 | -3.6 | 7 | 4 | 10 | -9 | -42
25 | COc1ccc(Nc2oc(-c3ccccc3F)nc2C#N)cc1 | -45 | -125 | 8 | -182 | -75 | 0.4 | 17 | 2 | -3 | -11 | -50
26 | COc1ccc(N2CCN(C3CC(=O)N(Cc4ccc(N5CCCC5=O)cc4)C3=O)CC2)cc1 (centres undefined) | 7 | 15 | 8 | 12 | 3 | -0.7 | -7 | 0 | 8 | 13 | -8

Just MITF TRPM1 inh (five entries from above):
item	canonical_smiles	MITF TRPM1 inh
24	Cc1nc2ccc(C(=O)c3ccccc3)cc2[nH]1	-31
25	COc1ccc(Nc2oc(-c3ccccc3F)nc2C#N)cc1	-75
26	COc1ccc(N2CCN(C3CC(=O)N(Cc4ccc(N5CCCC5=O)cc4)C3=O)CC2)cc1 (centres undefined)	3
27	Cc1ccc(C(C(=O)NC2CCCC2)N(C(=O)CNC(=O)c2ccco2)c2ccccc2)o1 (centres undefined)	5
28	CCN(CC)S(=O)(=O)c1ccc(C(=O)N2CCN(C(=O)c3ccco3)CC2)cc1	4

Next section.
#	Structure	Shn3 inh set2	Peg3 promoter	KKLEB tox	HIF-2a inh	MITF TRPM1 inh	hiPSC survival
31	O/N=C/c1ccccc1Oc1ccccc1	-5	-1	-4	4	3	1.6
32	CCCCN(C)C(=O)Cn1cnc2sc(C)c(S(=O)(=O)N3CCN(c4ccccc4OC)CC3)c2c1=O	5	14	-7	6	9	0.1
33	CC(C)Oc1ccc(C2C(C(=O)c3ccco3)=C(O)C(=O)N2Cc2cccnc2)cc1 (centres undefined)	-12	-55	5	-74	-8	-1.5
34	Cc1ccc(S(=O)(=O)N2CCN(C(=O)c3ccc(Br)o3)CC2)c(C)c1	16	26	2	14	6	0.5
35	COc1ccc(NC(=O)Nc2ccccn2)cc1OC	-8	-98	-3	-116	-37	-1.0
36	Cc1ccc(OCC(=O)N2CC3(C)CC2CC(C)(C)C3)cc1 (centres undefined)	0	7	-1	15	11	2.8
37	COc1ccc(OCC(O)CNS(=O)(=O)c2ccc(NC(C)=O)cc2)cc1 (centres undefined)	5	10	12	14	1	-0.1
38	CSc1ccccc1NC(=O)c1ccccc1N(C)S(C)(=O)=O	-2	8	4	17	13	-0.3
39	Cn1c(SCC(=O)N2CCc3ccccc32)nc2cccnc21	13	3	2	-4	-20	0.5
40	CCCOc1cc(C)c(Cl)cc1S(=O)(=O)N(CC)CC	2	21	4	25	-9	-2.6
41	CN(Cc1ccccc1)Cc1cc(=O)oc2ccc3ccccc3c12	-1	-12	-6	-5	.	2.8
42	CNC(=O)c1ccc(-c2ccccc2)s1	-70	-211	-4	-272	-36	2.6
43	O=S(=O)(Nc1ccc(Oc2ncccn2)c(Cl)c1)c1ccc(F)cc1	-29	-68	3	5	-4	-2.6
44	COc1ccc(OC)c(-c2nc(C(N)=O)c3[nH]c(=O)n(-c4ccc(F)cc4)c3n2)c1	-3	26	3	15	.	1.3
45	CC(C)OC(=O)N(C)C[C@@H]1OCc2cn(nn2)CCCC(=O)N([C@H](C)CO)C[C@H]1C	-8	10	17	-16	.	1.8

#	C8 TRAIL sens	NR2E3 ag-1	CF NFkB block	LMP1 NFkB inh	NR2E3 ag-2
31	17	0	5	0	-23
32	14	-1	-21	-2	-8
33	29	4	-16	0	-41
34	0	-2	9	-1	-23
35	11	0	8	0	-33
36	5	0	-4	-3	15
37	-4	1	-4	-6	-7
38	5	3	-2	-2	-14
39	6	1	5	11	-4
40	12	1	0	1	-42
41	-10	.	-14	.	-6
42	2	5	-3	-18	-81
43	-1	4	-3	-9	-1
44	-18	1	-22	3	-16
45	-9	.	-34	-4	-3

(continued)
#	Structure	Shn3 inh set2	Peg3 promoter	KKLEB tox	HIF-2a inh	MITF TRPM1 inh	hiPSC survival
46	Cc1ccc(NC(=O)CCc2ccccc2)cc1S(=O)(=O)N1CCOCC1	4	-5	-16	-7	-9	-2.1
47	CC(C)C(NC(=O)CSc1ccc(Cl)cc1)C(C)C	8	18	2	16	12	-0.8
48	CC(C)Oc1ccccc1/C=N/NC(=O)c1ccc(F)cc1	4	8	4	18	-10	2.6
49	O=C(N/N=C/c1cccnc1)c1ccccc1OCc1cccc(Br)c1	16	17	4	25	9	-1.7
50	O=c1oc2ccccc2n1CCCCCn1c(=O)oc2ccccc21	-5	-8	-15	-27	-7	-2.0
51	O=C(CSc1ccc2nnc(-c3ccc(F)cc3)n2n1)N1CCOCC1	10	12	-4	9	15	0.1
52	CC1CCCN(c2nc(N(C)c3ccccc3)nc(N)c2[N+](=O)[O-])C1 (centres undefined)	-20	-41	-18	-102	-17	1.3
53	CN(C(=O)COC(=O)COc1ccc2ccccc2c1)c1ccccc1	-1	-5	2	23	.	-1.3
54	COc1ccc(-c2c(NCCc3ccccc3)c(=O)c2=O)cc1	34	8	-6	18	9	-0.3

#	C8 TRAIL sens	NR2E3 ag-1	CF NFkB block	LMP1 NFkB inh	NR2E3 ag-2
46	-7	.	4	-4	-12
47	0	4	-3	-3	-8
48	4	-2	-2	-4	14
49	-5	2	-24	-4	7
50	-8	7	-8	-1	25
51	5	5	-6	-3	-30
52	1	-1	23	-6	-42
53	-11	.	2	-8	-5
54	15	5	-25	10	-13

Source: PubChem (several laboratories)

Not all compounds are listed; count on the stated rates, not on these rows.
